Screening data deposited in PubChem by School of Medicine, Indiana University.
FECH block = human FECH heme synthesis enzyme inhibition; AID 1671448; P22830; purified FECH, Ni-mesoporphyrin absorbance 550 nm; 20,000 compounds, 3.3% hits; calls only at 10 µM (by protocol);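 active means enzyme reaction rate more than 3 SD below the solvent-only control wells on the same plate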;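 further: lower slope than DMSO wells means FECH inhibition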
Target sequence (P22830 whole entry, looked up): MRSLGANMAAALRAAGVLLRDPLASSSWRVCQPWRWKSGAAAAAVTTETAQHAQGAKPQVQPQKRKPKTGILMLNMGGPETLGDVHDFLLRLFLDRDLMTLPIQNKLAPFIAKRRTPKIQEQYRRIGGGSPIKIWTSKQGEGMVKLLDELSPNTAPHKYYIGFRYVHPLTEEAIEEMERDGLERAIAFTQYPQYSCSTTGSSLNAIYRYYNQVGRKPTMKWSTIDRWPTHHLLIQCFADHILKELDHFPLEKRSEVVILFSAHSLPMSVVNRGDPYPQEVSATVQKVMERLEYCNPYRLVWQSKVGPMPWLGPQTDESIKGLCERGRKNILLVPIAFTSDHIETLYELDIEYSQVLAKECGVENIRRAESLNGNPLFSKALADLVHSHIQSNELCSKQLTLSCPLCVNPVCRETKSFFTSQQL
Calls only; i = inactive; + = active, no number. Only part of the results is shown, so the mix of outcomes need not match the whole.

SMILES	FECH block
COC(=O)c1ccccc1NC(=O)N1CCC(n2cnc3cccnc32)CC1	i
CCN(CC)S(=O)(=O)c1ccc2c(c1)nc(CN1CCN(S(=O)(=O)N(C)C)CC1)n2C	i
Cc1ncc(-c2c(-c3ccccc3)ncn2CCN2CCCOC2=O)[nH]1	+
O=C(CN1CCN(S(=O)(=O)N2CCCC2)CC1)NCc1ccccc1F	i
COc1ccc(N2C(=O)CCS2(=O)=O)cc1S(=O)(=O)N1CCN(Cc2ccccc2)CC1	i
Clc1ccc(-c2nccn2-c2ccc3n[nH]nc3c2)cc1	i
COc1ccc(C2C=C(c3ccc(Cl)cc3)Nc3nc(NC(=O)c4ccccc4OC)nn32)cc1 (stereo unspecified)	i
CCC(C)N(Cc1ccncc1)C(=O)CCc1ccc(F)c(F)c1 (stereo unspecified)	i
CC(C)Cc1cn(C2CCN(C(=O)c3ccc4c(c3)CCO4)CC2)nn1	i
Cc1ccc(-c2ncc3c(=O)n(Cc4ccccc4C)c(=O)n(C)c3n2)cc1	i
Cn1nnc2cc(C(=O)N3CCC(c4[nH]ncc4-c4ccccc4)CC3)cnc21	i
CN(Cc1cnc(N)nc1)Cc1cn[nH]c1-c1ccccc1	i
O=C(CN1CCCN(Cc2ccccc2)S1(=O)=O)NC1CCCCC1	i
Cc1ccc(Nc2nc(N3CCCC3)nc3c2cnn3-c2ccccc2)cc1	i
CCCCNc1nc(Nc2cccc(OC)c2)c2cnn(-c3ccccc3)c2n1	i
O=C(O)C1(Cc2ccccc2)CCCN(c2nnnn2-c2ccccc2)C1 (stereo unspecified)	i
CCCc1cc(Sc2ccc(NC(=O)c3ccc(C(C)(C)C)cc3)cc2)n2ncnc2n1	i
Cc1sc2ncnc(Nc3ccccc3F)c2c1S(=O)(=O)N1CCCCC1	i
Cc1c(F)cccc1NC(=O)CNC(c1ccccn1)C(F)(F)F (stereo unspecified)	i
Cc1cccnc1CCNC(=O)C1CCCN(C2CCN(C(=O)C3CC3)CC2)C1 (stereo unspecified)	i
CCC(=O)Nc1sc2c(c1-c1nc3ccccc3s1)CCN(CC)C2	i
CCn1c(CN2CCc3nc(C)n(C)c(=O)c3CC2)nc2ccccc21	i
CCCc1ccc(S(=O)(=O)N2CCN(c3cc(-c4ccc(F)cc4)ncn3)CC2)cc1	i
O=C(O)c1ccccc1C1CCN(Cc2noc(-c3ccccc3)n2)C1 (stereo unspecified)	i
COc1ccc(CN2CCCN(CC(=O)NCc3ccc(C)cc3)S2(=O)=O)cc1	i
Cc1nc2c(c(NCCc3nccc(-c4ccccc4)n3)n1)CCNC2	i
CCCc1ncncc1C(=O)N1CCCC(Nc2ccc3c(c2)OCCO3)C1 (stereo unspecified)	i
CC(=O)NCCn1cnc(-c2ccccc2)c1/C(C)=C/c1ccco1	i
O=C(CN1C(=O)CCc2cc(S(=O)(=O)N3CCCC3)ccc21)N1CC=C(c2ccccc2)CC1	i
CCN(CC)C(=O)[C@@H]1C[C@H](N)CN1C(=O)Cn1c(=O)cc(C)c2ccccc21	i
CCCCN(CC)c1ncc(NS(=O)(=O)c2ccc(OC)c(Cl)c2)cc1C(=O)O	i
Cc1ccc(-c2ncc3c(=O)n(Cc4cccc(F)c4)c(=O)n(C)c3n2)cc1	i
Cn1ccnc1C(NC(=O)c1cn[nH]c1-c1cccc(F)c1)C1CC1 (stereo unspecified)	i
Cc1nnc(SCC(=O)N2Cc3cnc(C(C)(C)C)nc3C2)s1	i
CSc1ncc(CN2CCCC2c2nc(C(C)C)no2)cn1 (stereo unspecified)	i
COc1ncc(CN2C[C@H](N)C[C@H]2C(=O)NC(C)C)cn1	i
Cc1cc(N2CCCC2)nc(Nc2ccc(NC(=O)CCC3CCCCC3)cc2)n1	i
CCCc1c(C)nc2ncnn2c1Sc1ccc(NC(=O)Cc2cccc(OC)c2)cc1	i
CC(C)NC(=O)NCCc1nc2cccnc2n1Cc1ccccc1	i
O=C1CCS(=O)(=O)N1c1ccc(S(=O)(=O)N2CCc3ccccc3C2)cc1	i
COc1ccc(Nc2cc(C)nc(Nc3ccc(NC(=O)c4ccc(OC)cc4)cc3)n2)cc1	i
CCCNC(=O)CSCc1nc(-c2ccccc2)no1	i
COc1ccc(C(=O)N2CC[C@@H](c3ccc4ccccc4c3)[C@H](O)C2)o1	i
CCN(CC)C(=O)CCc1nc(-c2cc3ccc(C)cc3[nH]c2=O)no1	i
Cc1ccc(NC(=O)CNC[C@H]2CCc3ccccc3O2)c(C)c1	i
Cc1ccc2oc(=O)n(CCC(=O)N3[C@@H]4CC[C@H]3CNC(=O)C4)c2c1	i
CCOC(=O)N1CCC(n2ccnc2-c2ccc(CC)o2)CC1	i
Cc1ccc2cc(-c3noc(CCC(=O)N4CCCC(C)C4)n3)c(=O)[nH]c2c1 (stereo unspecified)	i
CN(CC(=O)Nc1cnccn1)Cc1cc(-c2ccccc2)on1	i
COc1ccc(S(=O)(=O)N2CCN(c3nc(C)cc(N4CCN(C)CC4)n3)CC2)cc1	i
COc1ccc(OC)c(NC(=O)c2ccc(CN3C(=O)CCn4nc(C)cc43)cc2)c1	i
CN(Cc1ccc2ccccc2n1)C(=O)c1ccc(CSc2ncn[nH]2)o1	i
COCCC1(C(=O)O)CCN(c2nc(-c3ccccc3)nc3ccccc23)CC1	i
CN(Cc1cc(C2CC2)n[nH]1)C(=O)c1cnn2ccn(C)c12	i
CCCCC1C(=O)N(C)CCN1C(=O)c1ccccc1NCC(=O)O (stereo unspecified)	i
O=C1CN(Cc2cccc(C(F)(F)F)c2)S(=O)(=O)c2ccccc2N1Cc1ccccc1	i
O=C(c1csnn1)N1CC[C@@H](c2ccc3c(c2)OCO3)[C@H](O)C1	i
COc1cc(OC)cc(C(=O)Nc2cc(C)nn2-c2ncnc3c2cnn3-c2ccccc2)c1	i
Cc1cc(C)nc(N2CCN(C(=O)CSc3n[nH]c(C)n3)CC2)n1	i
COc1cccc(Nc2nc(N3CCN(c4ccc(F)cc4)CC3)nc3c2cnn3-c2ccccc2)c1	i

New compounds follow:
SMILES	FECH block
CCCCCN(c1nc2nc(C)cc(C)n2n1)S(=O)(=O)c1ccc(C)cc1	i
CC(C)c1nc(CN(C)C(=O)C2CCCN2C(=O)C2CCCCC2)cs1 (stereo unspecified)	i
CC(C)Cc1ncc2c(n1)CN(C(=O)C1COC(=O)N1)C2 (stereo unspecified)	i
Cc1ccc(N2CCC(N(C)Cc3snnc3C)CC2)cc1	i
Cc1cc(C(=O)Nc2cnc3n2CCCC3)n[nH]1	i
Nc1nc(N2CCOCC2)cc(N2CCNC(=O)CC2)n1	i
COc1ccc(OC)c(CNC(=O)c2ccc(CN3C(=O)CCn4nc(-c5ccccc5)cc43)cc2)c1	i
O=C(O)c1cc(CN2CCN(c3ncc(Cl)cn3)CC2)ccc1O	i
CCN1C(=O)C2CCCCN2c2ccc(C(=O)NCc3ccccc3)cc21 (stereo unspecified)	i
CC1=C(C(=O)N(C)Cc2cc(C3CC3)on2)C(C)NC(=O)N1 (stereo unspecified)	i
C=CCNc1cc(C)nc2nc(-c3cccnc3)nn12	i
COc1cccc(CN2CCCC3(CCN(c4cc(C)nc(N)n4)C3)C2=O)c1OC (stereo unspecified)	i
COc1ccc(CN2CCNCC(CC(=O)O)C2)c(OC)c1OC (stereo unspecified)	i
Cc1ccccc1C1(O)CCN(C(=O)CCc2n[nH]c3c2CCCC3)C1 (stereo unspecified)	i
Cc1ncccc1C(=O)N1CC[C@@H](c2ccc3ccccc3c2)[C@H](O)C1	i
CCN1CCN(c2nc(Nc3cccc(OC)c3)c3cnn(-c4ccccc4)c3n2)CC1	i
CCCCS(=O)(=O)N1CCCn2nc(-c3nc4ccccc4[nH]3)cc2C1	i
O=C(CN1CCN(Cc2ccccc2Cl)S1(=O)=O)Nc1ccc(F)cc1F	i
COc1ccccc1CN1C(=O)O[C@@H]2CN(C(=O)C(=O)c3ccco3)C[C@@H]21	i
Cc1nc(C)n(CCCn2cc(-c3ccnc4ccccc34)nn2)n1	i
COc1cc(NCC(c2cccnc2)N2CCOCC2)ncn1 (stereo unspecified)	i
CN1C(=O)c2cc(C(=O)NCCCN3CCCCCC3)nn2CC1(C)C(=O)NCc1ccc(F)cc1 (stereo unspecified)	i
Cc1ccccc1-c1noc(CN2CCCC2c2nc(-c3ccccn3)no2)n1 (stereo unspecified)	i
CCc1cc(Sc2ccc(NC(=O)Nc3cccc(Cl)c3)cc2)n2nc(C)nc2n1	i
CN(C)S(=O)(=O)NCCn1c(C(F)(F)F)nc2cccnc21	i
CCc1c(C)nc2ncnn2c1Sc1ccc(NS(=O)(=O)c2ccccc2)cc1	i
CN(C/C=C/c1ccco1)CC1(CO)CCCC1	i
Cc1oc(-c2cc(F)cc(F)c2)nc1COc1ccc(CC(N)=O)cc1	i
O=C1C[C@H]2CC[C@@H](CN1)N2C(=O)Cc1ccsc1	i
COCCNC(=O)c1ccc(CN2C(=O)CCn3nc(-c4ccc(OC)cc4)cc32)cc1	i
O=S(=O)(c1ccc2c(c1)CCC2)N1CCN(Cc2nc3cccnc3n2-c2cccc(F)c2)CC1	i
CN(CCCc1cnn(C)c1)C(=O)c1cn[nH]n1	i
Cn1c(=O)n(CC(=O)NC2CC2)c(=O)c2cnc(-c3ccccc3)nc21	i
Cc1cc(N(C)C)nc(N2CCN(S(=O)(=O)c3ccc(C)c(C)c3)CC2)n1	i
CCn1cnnc1C(C)NC(=O)c1nc(-c2ccccc2)cs1 (stereo unspecified)	i
COCC(C)NC(=O)c1cccc(NCc2ccccn2)c1C (stereo unspecified)	i
O=C(CN1C(=O)CC(c2ccc(Br)s2)=Nc2ccccc21)NCCC1=CCCCC1	i
CCN(Cc1noc(C)n1)C(=O)c1cn[nH]c1-c1cccc(OC)c1	i
COc1ccc(Nc2nc(NC3CCCC3)nc3c2cnn3-c2ccccc2)cc1	i
Cc1cnc(C)c(-c2ccccc2C(=O)N(C(C)C)C(C)C)n1	i

Three entries from above, reformatted.
FECH block,SMILES
i,CCn1cnnc1C(C)NC(=O)c1nc(-c2ccccc2)cs1 (stereo unspecified)
i,COc1cc(NCC(c2cccnc2)N2CCOCC2)ncn1 (stereo unspecified)
i,CN(CCCc1cnn(C)c1)C(=O)c1cn[nH]n1

(cont.)
SMILES	FECH block
COc1ccc(-c2noc(N3CCCC(C(=O)NCCc4ccc(S(N)(=O)=O)cc4)C3)n2)cc1 (stereo unspecified)	i
CCc1ccc2c(c1)-c1ccccc1S(=O)(=O)N2CC(=O)NCc1cccnc1	+
COc1c(C)cnc(CN2CCC(c3ccccc3C(=O)O)C2)c1C (stereo unspecified)	i
CCOc1ccc(-n2c(CCc3c(C)n[nH]c3C)n[nH]c2=O)cc1	i
CCCN(C(=O)CNC)[C@@H]1CCCC[C@H]1O	i
Cc1cccc(Cn2c(CNS(=O)(=O)c3ccc(C)c(C)c3)nc3cccnc32)c1	i
Cc1cc(N2CCN(C)CC2)n2nc(-c3cccnc3)nc2n1	i
COc1ccc(-c2cc(N3CCN(C(=O)NCc4ccc(C)cc4)CC3)ncn2)cc1	i
COc1cccc(Nc2nc(NC3CCCC3)nc3c2cnn3-c2ccccc2)c1	i
CC(O)CNc1nc(Nc2ccc(SC(F)F)cc2)c2cnn(-c3ccccc3)c2n1 (stereo unspecified)	i
Cc1nc2nc(-c3ccccc3)nn2c(Sc2ccccc2NC(=O)COc2ccc(Cl)cc2)c1C	+
Cc1nc(C)c(CC(=O)N2CCC3(CC2)C(=O)Nc2ccccc23)c(=O)[nH]1	i
COCCCNS(=O)(=O)c1ccc(N2C(=O)CCS2(=O)=O)cc1	i
COc1cccc(NCc2cc(=O)n3[nH]c(NCc4ccccc4)nc3n2)c1	i
Cc1ccc(-c2cc(Nc3cccc(C)c3C)nc(C)n2)cc1	i
Cc1cccc(CN2CCCN(CC(=O)Nc3ccc(C)c(C)c3)S2(=O)=O)c1	+
CCc1nnc(CNC(=O)c2cc(Cn3ccc4ccccc43)[nH]n2)s1	i
CCN(CC)c1nc(Nc2ccc(Cl)cc2)c2cnn(-c3ccccc3)c2n1	i
CCCc1cc(-c2ccn[nH]2)nc(C)n1	i
CC(C)c1ccc2cc(C(=O)N3C[C@H](N(C)C)C[C@H]3CO)[nH]c2c1	i

Some of the entries so far, field by field.
mol: COCCCNS(=O)(=O)c1ccc(N2C(=O)CCS2(=O)=O)cc1
  FECH block = i
mol: COc1cccc(NCc2cc(=O)n3[nH]c(NCc4ccccc4)nc3n2)c1
  FECH block = i
mol: Cc1ccc(-c2cc(Nc3cccc(C)c3C)nc(C)n2)cc1
  FECH block = i
mol: Cc1cccc(CN2CCCN(CC(=O)Nc3ccc(C)c(C)c3)S2(=O)=O)c1
  FECH block = +

Continuation.
SMILES	FECH block
N[C@@H]1c2ccccc2C2(CCN(C(=O)CCc3ccccc3F)CC2)[C@H]1O	i
CCNC(=O)c1c(NC(=O)C(C)Cn2nc(C)nc2C)sc2c1CCCC2 (stereo unspecified)	i
CCc1ccc(S(=O)(=O)N2CCN(Cc3nc4cccnc4n3-c3cccc(F)c3)CC2)cc1	i
Oc1cc(-c2cccc(Cl)c2)cc2c1OCCN(Cc1cscn1)C2	i
Cc1ccc(Nc2cc(C)nc(Nc3ccc(NC(=O)c4ccc(Cl)cc4)cc3)n2)cc1	i
CCOC(=O)c1ccc(NC(=O)CN2CCCN(Cc3cccc(F)c3)S2(=O)=O)cc1	i
O=C1CN(CCCNc2ncc(F)c(N3CCOCC3)n2)CCN1	i
Cc1ccccc1C1CCN(CCn2cnnc2)C1 (stereo unspecified)	i

Retrieved one by one from above (4):
SMILES	FECH block
O=C1CN(CCCNc2ncc(F)c(N3CCOCC3)n2)CCN1	i
Cc1ccccc1C1CCN(CCn2cnnc2)C1 (stereo unspecified)	i
Cc1ccc(Nc2cc(C)nc(Nc3ccc(NC(=O)c4ccc(Cl)cc4)cc3)n2)cc1	i
CCc1ccc(S(=O)(=O)N2CCN(Cc3nc4cccnc4n3-c3cccc(F)c3)CC2)cc1	i
